High-throughput results deposited in PubChem BioAssay by Broad Institute.
Mtb BioA inh: inhibitors of Mycobacterium tuberculosis BioA enzyme. hit rate 0.096% among 360,000. inhibition, % at 9.99 µM. purified M. tuberculosis BioA enzyme, plate reader. AID 602481; in the data active = inhibition above about 40%
An asterisk follows results filed as active.

SMILES | Mtb BioA inh
CC=Cc1ccc2n(c1=O)C[C@@H]1[C@@H](CO)[C@H](C(=O)N(C)C)[C@H]2N1C(=O)c1ccccc1 (mixture of isomers) | -0.9
C[C@@H]1CCCCO[C@H](CN(C)CC2CCCCC2)[C@H](C)CN([C@@H](C)CO)C(=O)c2cc(NS(=O)(=O)c3ccccc3)ccc2O1 | 1.0
CCCNC(=O)Nc1ccc2c(c1)C(=O)N(C)[C@H]1CC[C@H](CC(=O)Nc3ccc4c(c3)CCCC4)O[C@@H]1CO2 | 0.9
CNC(=O)C[C@@H]1CC[C@@H]2[C@H](COc3ccc(NC(=O)Nc4ccccc4)cc3C(=O)N2C)O1 | 11
CN(C)C(=O)C[C@@H]1CC[C@H]2[C@@H](COc3ccc(NC(=O)C4CCOCC4)cc3C(=O)N2C)O1 | -1.7
COc1ccc(S(=O)(=O)N(C)C[C@@H]2Oc3ncc(/C=C/c4ccccc4)cc3C(=O)N([C@@H](C)CO)C[C@@H]2C)cc1 | 1.5
CO[C@H]1CN(C)C(=O)c2ccc(NC(=O)c3ccccc3F)cc2OC[C@@H](C)N(C(=O)c2ccccc2F)C[C@H]1C | -0.5
O=C(C[C@@H]1CC[C@H]2[C@@H](COC[C@H](O)CN2C(=O)c2cnccn2)O1)N1CCN(c2ccccc2)CC1 | -2.2
O=C(C[C@@H]1CC[C@@H](NC(=O)C2CC2)[C@H](CO)O1)NCc1ccccc1Cl | 2.2
COc1ccc(S(=O)(=O)Nc2ccc3c(c2)C(=O)N([C@@H](C)CO)C[C@@H](C)[C@H](CN(C)S(=O)(=O)c2ccc(F)cc2)OCCCC[C@@H](C)O3)cc1 | -1.3
C[C@@H]1CN([C@@H](C)CO)S(=O)(=O)c2ccc(-c3ccccc3)cc2O[C@H]1CN(C)C(=O)Cc1ccccc1 | 4.1
O=C(NCC[C@H]1CC[C@H](NS(=O)(=O)c2ccc(Cl)cc2)[C@H](CO)O1)c1ccccc1F | 1.7
C[C@@H]1CN([C@@H](C)CO)C(=O)c2cc(NC(=O)Nc3ccc(F)cc3)ccc2O[C@H]1CN(C)Cc1ccc(C(F)(F)F)cc1 | 4.5
C[C@@H]1CN([C@H](C)CO)C(=O)c2cc(-c3cccc(F)c3)cnc2O[C@@H]1CN(C)S(=O)(=O)c1cccc(F)c1 | 1.3
CCCNC(=O)N1C[C@@H](O)COC[C@H]2O[C@@H](CC(=O)OC)CC[C@@H]21 | 1.3
COCC(=O)Nc1ccc2c(c1)[C@@H]1C[C@H](CC(=O)N[C@H](C)c3ccccc3)O[C@H](CO)[C@@H]1O2 | -0.1
COCC#Cc1ccc2c(c1)O[C@@H](CN(C)C(C)=O)[C@@H](C)CN([C@@H](C)CO)S2(=O)=O | -0.3
C[C@H]1CN([C@@H](C)CO)C(=O)Cc2cc(NC(=O)Nc3cccc4ccccc34)ccc2O[C@H]1CN(C)C(=O)Nc1ccc(C(F)(F)F)cc1 | 3.7
CC=Cc1ccc2n(c1=O)C[C@H]1[C@H](CO)[C@@H](C(=O)NCCc3ccccc3)N(C(=O)CC)[C@@H]21 (mixture of isomers) | 0.2
O=C(C[C@@H]1CC[C@@H]2[C@H](COC[C@H](O)CN2C(=O)Nc2ccc(Cl)c(Cl)c2)O1)NCc1ccc(Cl)cc1 | -0.2
Cc1ccc(-c2ccc3c(c2)O[C@H](CN(C)Cc2ccccc2)[C@H](C)CN([C@H](C)CO)S3(=O)=O)cc1 | -2.5
CC(=O)N1[C@@H]2Cn3c(ccc(-c4ccccc4)c3=O)[C@H]1[C@@H](C(=O)NC1Cc3ccccc3C1)[C@@H]2CO | -1.1
C[C@@H]1CN([C@H](C)CO)C(=O)c2cccc(NS(=O)(=O)c3ccc(Cl)cc3)c2O[C@H]1CN(C)Cc1ccncc1 | -1.3
CC(C)NC(=O)Nc1ccc2c(c1)CC(=O)N([C@@H](C)CO)C[C@H](C)[C@@H](CN(C)Cc1ccccc1)O2 | 0.3
CC(C)NC(=O)N(C)C[C@H]1Oc2ncc(C#CCc3ccccc3)cc2C(=O)N([C@H](C)CO)C[C@@H]1C | -3.4

Quoted at random: 3 entries already listed.
SMILES | Mtb BioA inh
C[C@@H]1CN([C@H](C)CO)C(=O)c2cc(-c3cccc(F)c3)cnc2O[C@@H]1CN(C)S(=O)(=O)c1cccc(F)c1 | 1.3
O=C(C[C@@H]1CC[C@@H]2[C@H](COC[C@H](O)CN2C(=O)Nc2ccc(Cl)c(Cl)c2)O1)NCc1ccc(Cl)cc1 | -0.2
COc1ccc(S(=O)(=O)Nc2ccc3c(c2)C(=O)N([C@@H](C)CO)C[C@@H](C)[C@H](CN(C)S(=O)(=O)c2ccc(F)cc2)OCCCC[C@@H](C)O3)cc1 | -1.3

Other records.
SMILES | Mtb BioA inh
CO[C@H]1CN(C)C(=O)c2cc(NC(=O)NC3CCCCC3)ccc2OC[C@@H](C)NC[C@H]1C | 16
Cc1noc(C)c1S(=O)(=O)Nc1cccc2c1O[C@H](CN(C)S(=O)(=O)c1ccc(Cl)cc1)[C@H](C)CN([C@H](C)CO)C2=O | -0.7
C[C@@H]1CN([C@H](C)CO)C(=O)c2cc(NC(=O)C3CCCCC3)ccc2O[C@@H](C)CCCCO[C@@H]1CN(C)C(=O)CCC(F)(F)F | 1.2
C[C@H]1CN([C@@H](C)CO)C(=O)c2cc(N(C)C)ccc2O[C@@H]1CN(C)Cc1ccccc1 | -2.0
CN1CCCCN2[C@H](C1)[C@@H](c1ccc(C#Cc3ccccc3F)cc1)[C@@H]2CO | -0.8
C[C@@H]1CCCCO[C@H](CN(C)C(=O)Nc2ccccc2)[C@H](C)CN([C@H](C)CO)C(=O)c2cc(NC(=O)Nc3ccccc3)ccc2O1 | -2.6
COCC(=O)Nc1ccc2c(c1)[C@H]1C[C@H](CC(=O)NC3CCCC3)O[C@@H](CO)[C@H]1O2 | -0.9
C[C@@H]1CN([C@H](C)CO)C(=O)c2cc(NS(=O)(=O)c3cccs3)ccc2O[C@H]1CN(C)Cc1ccc(C(F)(F)F)cc1 | 1.6
Cc1cccc(-c2ccc([C@@H]3[C@H](CO)N4CCCCN(S(=O)(=O)c5cccc(C)c5)C[C@@H]34)cc2)c1 | -3.3
C[C@@H]1CCCCO[C@@H](CN(C)Cc2ccc(C(F)(F)F)cc2)[C@@H](C)CN([C@H](C)CO)C(=O)c2cc(NC(=O)CCC(F)(F)F)ccc2O1 | -0.6
C/C=C/c1ccc([C@@H]2[C@@H](CO)N(C(C)=O)[C@@H]2CNC(=O)CC2CC2)cc1 | -2.2
C[C@@H]1CCCCO[C@@H](CN(C)C(=O)Cc2ccccc2)[C@H](C)CN([C@H](C)CO)C(=O)c2cc(NS(=O)(=O)c3ccc(F)cc3)ccc2O1 | 0.5
CCNC(=O)C[C@@H]1CC[C@H]2[C@@H](COC[C@@H](O)CN2C(=O)c2cc(Cl)cc(Cl)c2)O1 | -0.5
CO[C@H]1CN(C)C(=O)c2ccc(NC(C)=O)cc2OC[C@H](C)N(C(=O)CN(C)C)C[C@@H]1C | -5.4
O=C(C[C@H]1C=C[C@@H](NC(=O)c2ccccc2)[C@@H](CO)O1)NCc1ccncn1 | -1.8
O=C(NC[C@@H]1[C@H](c2ccccc2)[C@H](CO)N1CC1CCCC1)c1ccncc1 | -1.9
C[C@@H]1CN([C@@H](C)CO)C(=O)Cc2cc(N(C)C)ccc2O[C@H]1CN(C)S(=O)(=O)c1ccccc1 | 2.1
CC(=O)N(C)C[C@@H]1Oc2ncc(C#CC3(O)CCCC3)cc2C(=O)N([C@H](C)CO)C[C@H]1C | -1.3
O=C(C[C@H]1C[C@@H]2c3cc(NC(=O)Nc4ccccc4F)ccc3O[C@@H]2[C@H](CO)O1)NCC1CC1 | -1.5
Cc1noc(C)c1S(=O)(=O)N(C)C[C@H]1Oc2ccc(NC(=O)CCC(F)(F)F)cc2CC(=O)N([C@H](C)CO)C[C@@H]1C | -2.3
O=C([C@H]1[C@H](CO)[C@H]2Cn3c(cccc3=O)[C@H]2N1Cc1cocn1)N1CCC(Cc2ccccc2)CC1 | -3.9
C[C@@H]1CN([C@H](C)CO)S(=O)(=O)c2ccc(C#CCN(C)C)cc2O[C@@H]1CN(C)Cc1ccccn1 | -2.2
O=C(C[C@H]1C[C@H]2c3cc(NC(=O)c4cccnc4)ccc3O[C@H]2[C@@H](CO)O1)NCc1cc(F)ccc1F | 2.8
C[C@@H]1CN([C@H](C)CO)C(=O)c2cc(NC(=O)c3ccncc3)ccc2O[C@@H](C)CCCCO[C@@H]1CN(C)S(=O)(=O)c1cccs1 | -1.6
COc1ccc(NC(=O)Nc2ccc3c(c2)C(=O)N([C@@H](C)CO)C[C@H](C)[C@@H](CN(C)S(=O)(=O)c2ccc(F)cc2)OCCCC[C@@H](C)O3)cc1 | -0.1

The list continues.
SMILES | Mtb BioA inh
C[C@@H]1CCCCO[C@@H](CN(C)S(=O)(=O)c2ccc(F)cc2)[C@@H](C)CN([C@H](C)CO)C(=O)c2cc(NC(=O)NC3CCCCC3)ccc2O1 | -0.6
O=C(C[C@@H]1C=C[C@H](NC(=O)CC2CC2)[C@H](CO)O1)NCC(F)(F)F | -2.0
C[C@H](CO)N1C[C@H](C)[C@H](CN(C)S(=O)(=O)c2ccccc2)Oc2c(NC(=O)Nc3ccc4c(c3)OCO4)cccc2C1=O | 1.0
C[C@H](NC(=O)C[C@H]1C[C@H]2c3cc(N(C)C)ccc3O[C@H]2[C@@H](CO)O1)c1ccccc1 | 0.6
Cc1ccc(S(=O)(=O)Nc2cccc3c2O[C@H](CN(C)CC2CC2)[C@H](C)CN([C@H](C)CO)C3=O)cc1 | 0.5
COc1cccc(CNC(=O)C[C@H]2CC[C@H](NC(=O)C3CC3)[C@H](CO)O2)c1 | 4.4
C[C@H]1CN([C@@H](C)CO)S(=O)(=O)c2ccc(-c3ccc(C(=O)N(C)C)cc3)cc2O[C@H]1CN(C)C(=O)Nc1ccccc1F | 3.1
C[C@H]1CN([C@@H](C)CO)C(=O)Cc2cc(NC(=O)Nc3ccc(C(F)(F)F)cc3)ccc2O[C@@H]1CN(C)C | 3.8
COc1ccc(S(=O)(=O)Nc2ccc3c(c2)C(=O)N([C@H](C)CO)C[C@@H](C)[C@H](CN(C)Cc2ccc(Cl)c(Cl)c2)OCCCC[C@H](C)O3)cc1 | -0.4
Cc1noc(C)c1NC(=O)N(C)C[C@H]1OCCCC[C@H](C)Oc2ccc(NC(=O)NC(C)C)cc2C(=O)N([C@@H](C)CO)C[C@H]1C | 1.2
C[C@@H]1CN([C@@H](C)CO)S(=O)(=O)c2ccc(-c3ccncc3)cc2O[C@@H]1CN(C)S(C)(=O)=O | -2.9
O=C(C[C@@H]1CC[C@@H]2[C@H](COC[C@H](O)CN2Cc2ccccc2)O1)NCCc1ccccc1 | -0.6
C[C@H]1CN([C@@H](C)CO)S(=O)(=O)c2ccc(Br)cc2O[C@@H]1CN(C)C(=O)c1cnccn1 | 0.4
CO[C@@H]1CN(C)C(=O)c2cc(NS(=O)(=O)c3cn(C)cn3)ccc2OC[C@@H](C)N(CC2CC2)C[C@H]1C | -1.3
C/C=C/c1ccc2c(c1)O[C@@H](CN(C)C(=O)CC1CC1)[C@H](C)CN([C@H](C)CO)S2(=O)=O | 8.7
C[C@@H]1CN([C@@H](C)CO)C(=O)Cc2cc(NC(=O)CCC(F)(F)F)ccc2O[C@H]1CN(C)S(C)(=O)=O | -2.1
O=C(NC1CCC1)[C@@H]1[C@@H](CO)[C@@H]2Cn3c(ccc(C4=CCCC4)c3=O)[C@H]1N2CC1CC1 | -2.0
CCCNC(=O)Nc1ccc2c(c1)C(=O)N(C)C[C@@H](OC)[C@@H](C)CN(Cc1cncnc1)[C@H](C)CO2 | 0.0
O=S(=O)(c1ccc(F)cc1)N1CC[C@@H]2[C@H]1c1cc(-c3ccc(F)cc3)ccc1N[C@@H]2CO | -1.3
CN(C)CC(=O)N1CCCCN2[C@H](CO)[C@H](c3ccc(-c4cccnc4)cc3)[C@@H]2C1 | 1.4
O=C(C[C@@H]1CC[C@H]2[C@@H](COC[C@@H](O)CN2C(=O)c2cccnc2)O1)NCC1CC1 | -1.2
C[C@@H]1CN([C@H](C)CO)C(=O)c2cc(NS(=O)(=O)c3cn(C)cn3)ccc2O[C@@H](C)CCCCO[C@@H]1CN(C)Cc1ccc(C(F)(F)F)cc1 | 1.9
CC(=O)N(C)C[C@@H]1Oc2cc(C#CCC3CCCC3)ccc2S(=O)(=O)N([C@@H](C)CO)C[C@H]1C | 2.2
COc1ccc(S(=O)(=O)Nc2cccc3c2O[C@@H](CN(C)CC2CCCCC2)[C@H](C)CN([C@@H](C)CO)C3=O)cc1 | -0.7
C[C@@H]1CN([C@H](C)CO)C(=O)Cc2cc(NS(=O)(=O)c3ccc(Cl)cc3)ccc2O[C@@H]1CN(C)C | -0.5
CO[C@H]1CN(C)C(=O)c2ccc(NS(C)(=O)=O)cc2OC[C@H](C)N(Cc2nccs2)C[C@H]1C | -2.8

Reformatted as tab-separated lines: part of the list above.
SMILES	Mtb BioA inh
CC(=O)N(C)C[C@@H]1Oc2cc(C#CCC3CCCC3)ccc2S(=O)(=O)N([C@@H](C)CO)C[C@H]1C	2.2
COc1ccc(S(=O)(=O)Nc2cccc3c2O[C@@H](CN(C)CC2CCCCC2)[C@H](C)CN([C@@H](C)CO)C3=O)cc1	-0.7
C[C@@H]1CN([C@H](C)CO)C(=O)Cc2cc(NS(=O)(=O)c3ccc(Cl)cc3)ccc2O[C@@H]1CN(C)C	-0.5

These rows are one share of the data (hit frequency here may not be typical).
